Screening results (PubChem)
MsrA inhibitor – inhibits bovine methionine sulfoxide reductase A | purified bovine MsrA, absorbance read-out | inhibition, % at 15.5 µM | hit rate 0.75% among 360,000; in the data active means inhibition above about 4.5%;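 further: 0% = vehicle wells with enzyme and 100% = reference inhibitor wells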
Rpn11 block – inhibitors of human proteasome Rpn11; calls only at 20 µM; AID 588493; human 26S proteasome, Ub4-pepOG fluorescence polarization; 20S core pre-blocked with epoxomicin; hit rate 0.59% among 360,000;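 active means inhibition at 20 µM, scaled to each plate's controls, above about 33%, limit read from the data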
Scp-1 inhibitor – blocks human Scp-1 phosphatase activity; hit rate 0.88% among 340,000; inhibition, % at 20 µM; Q9GZU7; Recombinant Scp1, phosphopeptide, malachite green phosphate absorbance;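 active means inhibition above about 50% at 20 µM, limit read from the data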;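 further: plate controls were DMSO wells with enzyme for no effect and wells lacking enzyme for full effect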
Target sequence (Q9GZU7 76-261 limits assumed): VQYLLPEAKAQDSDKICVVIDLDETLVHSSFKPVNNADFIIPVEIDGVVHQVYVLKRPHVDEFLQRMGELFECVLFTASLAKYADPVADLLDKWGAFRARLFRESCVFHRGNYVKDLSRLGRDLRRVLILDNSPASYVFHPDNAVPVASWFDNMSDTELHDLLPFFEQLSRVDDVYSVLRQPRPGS
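Material – SCP-1 phosphatase catalytic domain, residues 76-261 · Buffer or medium – Acidic Tris acetate buffer with magnesium and detergent · Also added – Phospho 17-mer peptide substrate · Compound – single 20 µM dose, 1% DMSO · Times – 45 min room-temperature reaction, 5 min colour, 30 min stabiliser · Technique – Phosphate-binding colour reagent, absorbance read at 630 nm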
STEP inh – blocks human striatal-enriched tyrosine phosphatase; P54829; recombinant STEP, OMFP fluorogenic substrate, fluorescence; inhibition, % at 20 µM; hit rate 0.25% among 360,000;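 active means inhibition at 20 µM, scaled per plate between control wells, above about 37%, limit read from the data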;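 further: 0% = DMSO with enzyme and substrate and 100% = substrate only without enzyme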
Target sequence (P54829 whole entry, looked up): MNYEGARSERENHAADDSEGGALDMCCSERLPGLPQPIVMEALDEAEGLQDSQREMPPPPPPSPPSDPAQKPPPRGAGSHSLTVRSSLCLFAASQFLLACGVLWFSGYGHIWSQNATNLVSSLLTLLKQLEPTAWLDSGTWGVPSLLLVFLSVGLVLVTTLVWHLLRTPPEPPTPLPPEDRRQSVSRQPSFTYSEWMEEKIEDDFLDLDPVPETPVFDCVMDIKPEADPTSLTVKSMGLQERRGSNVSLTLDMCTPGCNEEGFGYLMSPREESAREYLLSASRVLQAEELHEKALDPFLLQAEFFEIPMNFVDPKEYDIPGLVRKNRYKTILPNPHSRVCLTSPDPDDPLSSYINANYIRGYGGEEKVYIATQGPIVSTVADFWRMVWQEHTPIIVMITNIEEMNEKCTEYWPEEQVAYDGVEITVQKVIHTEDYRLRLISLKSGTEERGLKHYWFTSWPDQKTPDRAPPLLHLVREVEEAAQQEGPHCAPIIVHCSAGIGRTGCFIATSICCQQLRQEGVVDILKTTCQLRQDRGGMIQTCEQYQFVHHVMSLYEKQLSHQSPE
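Also added – OMFP at 25 µM · Test system – STEP tyrosine phosphatase · Technique – FITC-channel fluorescence of OMFP product · Schedule – 20 min at room temperature, dark · Evaluation – control-normalized % inhibition with plate pattern correction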
Tb MetRS inh – Trypanosoma brucei MetRS inhibition. purified T. brucei MetRS, ATP depletion, Kinase-Glo luminescence. inhibition, % at 11.9 µM. hit rate 0.4% among 360,000;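 active means inhibition above a per-plate cutoff of the control wells' mean inhibition plus 3 SD, cut at about 5.5% in these data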;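 further: 0% = DMSO wells median and 100% = median of wells with control inhibitor compound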
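Material – parasite MetRS enzyme · Medium – HEPES-MgCl2-KCl buffer plus DTT, spermine, BSA, pyrophosphatase · Reagent – ATP, methionine and E. coli bulk tRNA substrates · Times – 15 min enzyme-compound preincubation, 2 h reaction, 10 min detection, 25 °C · Measured by – luminescence of leftover ATP · Evaluation – percent inhibition relative to median high and low control wells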
CSN inh – CSN deneddylation inhibition; Q92905; inhibition, % at 12.5 µM; Purified CSN, SCF-Nedd8-OG deneddylation, fluorescence polarization; hit rate 0.38% among 360,000;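 active means pattern-corrected inhibition above about 35%, with an unprinted fluorescence ratio check between 0.5 and 1.5, limit read from the data, passing the limit was not always enough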;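 further: 0% = enzyme with substrate and 100% = substrate without enzyme; some results filed as inactive read as strong as hits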
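Material: purified human Csn5 enzyme expressed in HEK293T cells / Medium: Tris buffer pH 7.5, NaCl, DTT, Tween-20, trehalose, ovalbumin / Compound dosing: 12.5 µM single point / Schedule: 90 min incubation of compound, enzyme and substrate at room temperature / Signal: fluorescence polarization of the substrate / Control set: no-enzyme wells high, enzyme-with-substrate wells low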
NadD block – blocks S. aureus nicotinate mononucleotide adenylyltransferase. purified NadD enzyme, colorimetric absorbance read-out. inhibition, % at 20 µM. hit rate 0.78% among 360,000. AID 602399; in the data active means inhibition above about 26%; further: some compounds past the cut are filed as inactive
SUMO1 PPI mod – modulators of human SUMO1-mediated protein-protein interactions; P63165; inhibition, % at 20 µM; SUMO1 binding to a labelled peptide, TR-FRET, 1 h; AID 602429; hit rate 0.33% among 360,000; in the data active means inhibition above about 37%
Target sequence (P63165 whole entry, looked up): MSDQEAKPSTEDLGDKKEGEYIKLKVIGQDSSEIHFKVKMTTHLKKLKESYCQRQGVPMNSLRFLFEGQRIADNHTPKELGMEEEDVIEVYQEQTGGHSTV
LMPTP inh – LMPTP (human) inhibition. P24666. recombinant LMPTP-A, OMFP fluorogenic substrate, fluorescence intensity. inhibition, % at 20 µM. hit rate 0.22% among 360,000. AID 651560;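 active means compounds that cut the enzyme signal by at least half of the control window in the single-dose screen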;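 further: plate controls were DMSO wells with enzyme plus substrate for no effect and substrate without enzyme for full effect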
Target sequence (P24666 whole entry, looked up): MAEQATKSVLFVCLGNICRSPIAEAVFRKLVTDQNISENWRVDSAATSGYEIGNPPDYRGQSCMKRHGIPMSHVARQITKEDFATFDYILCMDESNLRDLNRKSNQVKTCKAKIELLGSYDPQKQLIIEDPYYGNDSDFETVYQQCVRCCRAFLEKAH
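test system = LMPTP-A | amount = 0.625 nM LMPTP-A final | reagent = fluorogenic phosphatase substrate OMFP at 400 µM final | incubation = 50 min at room temperature | benchmarks = no-enzyme low control, uninhibited high control | medium = Bis-Tris pH 6.0, DTT, detergent | signal = fluorescence intensity of OMFP turnover product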
DNMT1 block – inhibitors of human DNMT1 | DNMT1 molecular beacon, Hinp1I cleavage, fluorescence | inhibition (reported as % activation of signal), % at 10 µM | hit rate 0.83% among 360,000; in the data active means inhibition above about 50%
* marks the source's active call; other numbers are inactive results; i = inactive; / = no result given; + = active, no number.

The opening 11 entries as a preview:
SMILES	MsrA inhibitor	Rpn11 block	Scp-1 inhibitor	STEP inh	Tb MetRS inh	CSN inh	NadD block	SUMO1 PPI mod	LMPTP inh	DNMT1 block
NC(=S)Nn1c(CCC(=O)O)ccc1-c1ccccc1	-0.4	i	1	-3	-1.7	-4	3	2	0.1	2
CC(C)(C)NC(=O)NC(=O)CN1CCN(C(c2ccccc2)c2ccccc2)CC1	-0.8	i	2	1	-0.8	1	5	0	1.7	0
NNC(=S)Nc1ccccc1Cl	-0.9	i	-9	-3	-0.6	-1	0	1	-0.3	0
COc1cccc(C(=O)NCC(c2cccs2)N2CCc3ccccc32)c1 (centres undefined)	0.3	i	2	5	-0.7	-3	0	0	2.8	-2
COc1cc2c(cc1OC)C(C)N(S(=O)(=O)c1cnc(Cl)c(Cl)c1)CC2 (centres undefined)	/	i	-11	-3	-0.4	0	-10	0	0.2	-5
CCc1ccc(Nc2n[n+](-c3ccccc3)c(-c3c(Cl)cccc3Cl)s2)cc1	-0.3	i	20	3	-0.6	2	8	-34	71*	0
O=C(Nc1nc(-c2cc(Cl)sc2Cl)cs1)c1ccccc1	0.8	i	-7	-1	-0.1	1	3	8	3.0	-1
O=C(NC1CC1)C1=C[C@@H](c2ccc3c(c2)OCO3)C[C@@H](OCc2ccc(CO)cc2)O1	0.1	i	-5	-3	-0.4	-6	-4	-2	-0.3	3
COc1ccccc1-c1nnc(-c2ccc(N3CCOCC3)cc2)o1	3.8	i	-17	4	0.4	-6	-2	2	0.5	-3
CCOC1=C/C(=C/c2c(N)n3nc(S(=O)(=O)CC)sc3nc2=O)C=CC1=O	1.3	+	-6	3	-0.6	33	-3	-7	0.4	5
O=C(CCS(=O)(=O)c1ccc2c(c1)NC(=O)CO2)NCCc1ccc(Cl)cc1	0.6	i	-5	1	0.2	-3	-3	-4	0.4	-6

The list itself, repeating the preview:
SMILES	MsrA inhibitor	Rpn11 block	Scp-1 inhibitor	STEP inh	Tb MetRS inh	CSN inh	NadD block	SUMO1 PPI mod	LMPTP inh	DNMT1 block
NC(=S)Nn1c(CCC(=O)O)ccc1-c1ccccc1	-0.4	i	1	-3	-1.7	-4	3	2	0.1	2
CC(C)(C)NC(=O)NC(=O)CN1CCN(C(c2ccccc2)c2ccccc2)CC1	-0.8	i	2	1	-0.8	1	5	0	1.7	0
NNC(=S)Nc1ccccc1Cl	-0.9	i	-9	-3	-0.6	-1	0	1	-0.3	0
COc1cccc(C(=O)NCC(c2cccs2)N2CCc3ccccc32)c1 (centres undefined)	0.3	i	2	5	-0.7	-3	0	0	2.8	-2
COc1cc2c(cc1OC)C(C)N(S(=O)(=O)c1cnc(Cl)c(Cl)c1)CC2 (centres undefined)	/	i	-11	-3	-0.4	0	-10	0	0.2	-5
CCc1ccc(Nc2n[n+](-c3ccccc3)c(-c3c(Cl)cccc3Cl)s2)cc1	-0.3	i	20	3	-0.6	2	8	-34	71*	0
O=C(Nc1nc(-c2cc(Cl)sc2Cl)cs1)c1ccccc1	0.8	i	-7	-1	-0.1	1	3	8	3.0	-1
O=C(NC1CC1)C1=C[C@@H](c2ccc3c(c2)OCO3)C[C@@H](OCc2ccc(CO)cc2)O1	0.1	i	-5	-3	-0.4	-6	-4	-2	-0.3	3
COc1ccccc1-c1nnc(-c2ccc(N3CCOCC3)cc2)o1	3.8	i	-17	4	0.4	-6	-2	2	0.5	-3
CCOC1=C/C(=C/c2c(N)n3nc(S(=O)(=O)CC)sc3nc2=O)C=CC1=O	1.3	+	-6	3	-0.6	33	-3	-7	0.4	5
O=C(CCS(=O)(=O)c1ccc2c(c1)NC(=O)CO2)NCCc1ccc(Cl)cc1	0.6	i	-5	1	0.2	-3	-3	-4	0.4	-6
Cc1nnc(SCc2cnc(-c3ccccc3)o2)[nH]c1=O	-0.4	i	8	0	0.1	0	2	3	-1.0	2
C=CCNC(=O)c1ccncc1	-0.2	i	-7	-22	-1.4	4	-6	-3	0.4	0
CN(C)CCCCOc1ccc(Br)cc1Cl	2.7	i	-2	0	8.0*	-6	-10	3	-0.6	2
Cc1cc(C)nc(N/N=C/c2ccccc2OCc2ccc(Cl)cc2)n1	1.3	i	3	-1	-0.5	5	6	-4	3.5	-2
COC(=O)Cn1cnc2c(nnn2-c2ccc(F)cc2)c1=O	-0.9	i	6	-2	-1.3	1	2	1	-0.7	3
Cc1ccc(-c2nc3ccccc3c(=O)n2NC(=O)c2cccs2)cc1	-0.2	i	-12	0	-1.0	-3	-1	4	-1.2	3
Cc1oc(C(C)(C)C)c(CN2CCOCC2)c1C(=O)O	1.0	i	-3	-4	-0.6	5	-4	3	-2.6	1
CSCCC(NC(=O)c1ccc([N+](=O)[O-])cc1Cl)C(=O)OCC(=O)NC(=O)CN1CCCC1=O (centres undefined)	0.6	i	0	-4	-0.3	2	-6	-24	-1.1	3
CCc1ccc(C(=O)C(C)OC(=O)Cn2cnc3c2c(=O)n(C)c(=O)n3C)cc1 (centres undefined)	1.5	i	2	0	-0.6	2	-1	1	-1.9	1
CC1CCN(S(=O)(=O)c2ccc(NC(=O)N3c4ccccc4Sc4ccccc43)cc2)CC1	0.8	i	-3	3	-0.6	0	9	-6	1.3	-11
O=C(O)c1ccc(-c2noc(-c3cccc(Cl)c3)n2)cc1	-0.5	i	1	0	-0.4	-2	2	6	-3.4	3
CCCCN1C2CCCC1CC(NC(=O)c1ccccc1Cl)C2 (centres undefined)	-1.8	i	-6	0	0.2	0	0	5	0.9	-7
C[C@H](NC(=O)c1nc[nH]c1C(=O)NC(c1ccccc1)c1ccccc1)C(=O)OCc1ccccc1	-0.2	i	4	-3	-0.4	-3	12	-1	4.2	-32
CCCOc1ccc(CCC(=O)N/N=C/c2ccco2)cc1	-0.2	i	-11	0	-0.3	4	7	-14	-0.4	1
CC(=O)Nc1ccc(Nc2nc3ccccc3nc2NS(=O)(=O)c2ccccc2)cc1	1.9	i	-4	-3	-0.2	12	-4	-4	-0.1	-3
S=C1CCC(c2ccc(Cl)cc2)=NN1c1ccccc1	0.0	i	-22	0	0.3	7	-4	-9	1.2	0
COc1ccccc1-n1c(SCC(=O)Nc2ccc(F)cc2)nc2c(c1=O)SCC2	1.8	i	-9	-2	0.9	-4	11	-9	1.1	-5
CC1CC(C)CN(C(=O)CN(C)S(=O)(=O)c2ccc3c(c2)c(=O)n(C)c(=O)n3C)C1 (centres undefined)	-1.1	i	1	2	-0.4	4	-1	-17	-0.2	1
CCOC(=O)C1(CC2CCCCO2)CCN(Cc2nc3ccccc3nc2C)CC1 (centres undefined)	1.3	i	-3	0	-0.8	0	-4	-5	0.7	-4
COC(=O)Nc1ccc(S(=O)(=O)NCc2ccccn2)cc1	3.4	i	-3	1	-0.2	2	2	1	-1.4	2
COC(=O)CN1C(=O)[C@H]2[C@@H](/C=C/c3ccccc3)N3C(=O)CN(Cc4ccc(-c5ccccc5)cc4)C(=O)[C@@]3(C)[C@H]2C1=O	-1.2	i	1	1	-0.5	0	1	5	0.5	-7
CCCCNC(=O)c1ccc(N2CCOCC2)c(NS(=O)(=O)c2ccc(OC)cc2)c1	3.1	i	-2	0	-0.2	-1	2	3	0.0	-4
O=C(CCC(=O)n1ncc2ccccc21)NCc1ccc(F)cc1	1.0	i	-1	2	-0.5	-3	-3	1	-2.2	4
O=C(CCSCc1ccccc1F)NCc1cccnc1	2.0	i	-5	0	-0.9	-7	-9	1	0.3	-1
O=C(COC(=O)c1ccc[nH]c1=O)NCC12CC3CC(CC(C3)C1)C2	-1.0	i	-5	0	-0.3	2	-4	3	0.5	5
COc1ccccc1N1C(=O)CC1(C#N)c1ccc(OCc2ccccc2)cc1 (centres undefined)	-1.3	i	-9	-1	-0.1	-1	-3	-4	3.9	-10
COc1ccc(N(CC(=O)N2CCN(c3cccc(C)c3)C(C)C2)S(=O)(=O)c2c(C)n[nH]c2C)cc1 (centres undefined)	0.0	i	-1	4	-0.9	4	2	2	-1.1	-4
CCc1cccc(N(C(=O)c2csnn2)C(C(=O)NC(C)(C)C)c2ccncc2)c1 (centres undefined)	-0.2	i	-4	-1	-0.2	-3	-2	-1	-0.6	2
CCOC(=O)CN1C(=O)N[C@@H](c2ccco2)C(C(=O)OC)=C1C	-0.2	i	-3	-1	-0.1	-2	-4	0	0.6	3
CCOC(=O)C1C(=O)CC(C)(O)C(C(=O)OCC)C1c1cc(Br)ccc1OC (centres undefined)	1.1	i	-12	-3	-0.4	0	-3	2	-1.3	4
COCC(=O)N(c1ccc(C(C)C)cc1)C1C=CS(=O)(=O)C1 (centres undefined)	-0.1	i	-8	-1	-0.5	-1	1	-2	-1.0	-1
O=C(Nc1nnc(C2CC2)s1)c1ccc(Cl)nc1	0.7	i	-1	2	-0.1	-8	1	4	-1.3	1
Cc1ccc(C(=O)Nc2ccc(S(=O)(=O)N3CCOCC3)cc2)cc1	-0.8	i	5	0	-1.3	2	-4	0	-1.5	-9
CC(C)Oc1ccc(/C=C(/NC(=O)c2ccccc2)C(=O)NCCC(=O)O)cc1	2.1	i	-2	0	-0.4	-20	-3	-3	-1.3	6
O=c1[nH]cc(COCc2ccccc2)c(=O)[nH]1	0.2	i	-4	-6	-0.1	0	2	0	-0.6	4
O=C(Nc1nc(-c2ccc(S(=O)(=O)N3CCCC3)cc2)cs1)c1ccco1	-1.2	i	-15	2	0.6	1	-2	10	2.6	-14
N#CCSC1=Nc2ccccc2C2=NC(CCC(=O)N3CCN(c4ccccc4)CC3)C(=O)N12 (centres undefined)	1.4	i	-7	2	-0.1	0	13	3	0.3	-1
COc1ccc(CNc2c(CO)cnc3c2cnn3C)cc1	0.7	i	-15	1	1.1	-1	-8	3	1.9	1
O=C(COC(=O)c1cccc(S(=O)(=O)N2CCc3ccccc32)c1)Nc1ncc(C(F)(F)F)cc1Cl	-0.4	i	0	1	-1.0	-4	14	2	0.6	5
CC(C)(C)S(=O)(=O)c1nc2ccccc2s1	0.1	i	-6	2	0.1	-2	-3	1	-1.2	0

Rows were taken by chance. About 3.9% of those tested had a hit in this group.
